yeast cln2 rad14 = NCI yeast anticancer drug screen, S. cerevisiae cln2 rad14 strain. % growth inhibition at 50 µM. actives 8.3% (n = 78,000). AID 165, 2004;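 further: 0% = growth of vehicle-only cultures of the same strain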
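Compounds are applied to the cln2 rad14 yeast strain, and growth is then compared with that of vehicle-treated cultures to give inhibition.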
mlh1 rad18 = NCI yeast anticancer drug screen, S. cerevisiae mlh1 rad18 strain | % growth inhibition at 50 µM | AID 175, 2004 | actives 11% (n = 79,000);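 further: 0% = growth of vehicle-only cultures of the same strain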
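Test agents were incubated with a yeast strain of defined genotype (DNA damage repair defect). Inhibition of growth was derived by comparison with vehicle-exposed cultures.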
mec2-1 = NCI yeast anticancer drug screen, S. cerevisiae mec2-1 strain | growth inhibition, % at 50 µM | actives 9% (n = 79,000);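 further: 0% = growth of vehicle-only cultures of the same strain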
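Each compound was tested on mec2-1 yeast, a strain altered in DNA damage repair or cell cycle control. Growth inhibition is reported relative to vehicle.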
rad50 = NCI yeast anticancer drug screen, S. cerevisiae rad50 strain | growth inhibition, % at 50 µM | actives 10% (n = 79,000);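 further: 0% = growth of vehicle-only cultures of the same strain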
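A DNA repair-deficient yeast mutant serves as the test organism; compound-induced growth inhibition is calculated against vehicle-treated cells.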
bub3 = NCI yeast anticancer drug screen, S. cerevisiae bub3 mutant strain; growth inhibition, % at 50 µM; actives 9.9% (n = 78,000); AID 167, 2004;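 further: 0% = growth of vehicle-only cultures of the same strain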
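Growth of a checkpoint-deficient yeast mutant is measured after compound exposure. Values represent inhibition relative to vehicle.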
sgs1 mgt1 = NCI yeast anticancer drug screen, S. cerevisiae sgs1 mgt1 strain | % growth inhibition at 50 µM | actives 10% (n = 78,000) | AID 161, 2004;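 further: 0% = growth of vehicle-only cultures of the same strain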
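Inhibition of yeast growth, normalised to vehicle-treated controls, is reported for a strain bearing genetic alterations in DNA damage repair.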
An asterisk follows results filed as active; x = no result given; & = joins results of further samples. No stated cut-off is given here; in the data, active means growth inhibition above about 70%; inactive means the rest.

SMILES	yeast cln2 rad14	mlh1 rad18	mec2-1	rad50	bub3	sgs1 mgt1
CN(C)C1C(=O)C(C(=O)NP(=O)(NCCCO)N(CCCl)CCCl)=C(O)C2(O)C(=O)C3=C(O)c4c(O)cccc4C(C)(O)C3CC12 (stereo unspecified)	15.3	6.9	20.1	27.6	25.6	21.9
O=P(O)(O)c1ccccc1 (tested in a mixture with another compound)	-35.1	2.7	-6.5	-28.9	-31.9	-15.2
O=[N+]([O-])c1ccc(Cl)c(OCCCOc2ccc(S(=O)(=O)F)cc2)c1	3.7	7.8	-6.9	-8.7	-3.8	8.1
c1ccc2c(c1)Cc1cc3ccccc3cc1-2	10.1	-6.3	-16.9	-0.6	26.4	-15.8
O=c1[nH]cc(Cn2cccc3c(=O)ncnc2-3)c(=O)[nH]1	-43.5	-5.7	5.0	14.9	-16.7	-4.5
C[n+]1ccc(/C=C\c2ccc(N(CCCl)CCCl)cc2)c2ccccc21	24.1	18.6	15.9	4.8	15.4	4.0
ClCc1ccccc1Cl	13.3	10.8	-7.5	15.6	10.3	4.0
CCCCC(CC)CNP(=S)(NCC(CC)CCCC)NCC(CC)CCCC (stereo unspecified)	35.8	69.1	9.6	58.9	13.4	6.2
CCOC(=O)C1=C(C(=O)OCC)C2(c3ccccc3)NC1(c1ccccc1)c1ccccc12	13.4	1.2	-0.9	34.7	-0.5	5.0
C1CCC2[N-]CCCC2C1.C1CCC2[N-]CCCC2C1.[Cl][Pt+2][Cl] (stereo unspecified)	22.9	64.6	36.0	42.2	59.4	55.2
CC(=O)NC1C(S[As](C)C)OC(COC(C)=O)C(OC(C)=O)C1OC(C)=O (stereo unspecified)	88.7*	89.5*	92.4*	91.0*	86.1*	88.5*
O=S(=O)(O)O/N=C(\Cc1ccccc1)SC1OC(CO)C(O)C(O)C1O (stereo unspecified)	-7.0	-3.2	-7.1	-2.5	-0.8	-2.5
CCN1CCC(O)(c2ccc(Cl)cc2)C(C(=O)c2ccc(Cl)cc2)C1 (stereo unspecified)	97.2*	98.5*	97.8*	99.0*	98.5*	98.8*
O=C1C(=O)c2ccccc2C(O)=C1CCCCCCCCCCSCCCl	24.1	0.7	0.7	18.6	8.5	44.8
Cc1ccoc1OP(=O)(N(C)C)N(C)C	0.1	11.9	28.1	10.8	8.8	28.9
NC(=O)CCC(N)C(=O)O.[Cl-].[Cl-].[Cl-].[Cl-].[Pt+2] (stereo unspecified)	23.9	13.0	-3.4	-1.4	8.1	-9.1
C/C(=N\N=C(/[Se])N1CCC(C)CC1)c1ccccn1	47.0	98.0*	96.0*	94.5*	84.5*	99.2*
COc1cc(CC(C)NC(C)=O)cc(OC)c1 (stereo unspecified)	17.4	4.1	-20.8	15.9	-9.5	6.1
CN(C(=[Se])[Se]C(=[Se])N(C)C1CCCCC1)C1CCCCC1	18.4	12.6	5.0	19.4	0.4	8.3
CN(C)CCNC(=O)c1ccc([N+](=O)[O-])c(C(C)(C)C(=O)Nc2ccc(N(CCCl)CCCl)cc2)c1	-44.2	-24.9	-24.4	-1.0	-10.8	8.9

One compound at a time (already shown). Screens in order: yeast cln2 rad14	mlh1 rad18	mec2-1	rad50	bub3	sgs1 mgt1
Shown for CN(C)CCNC(=O)c1ccc([N+](=O)[O-])c(C(C)(C)C(=O)Nc2ccc(N(CCCl)CCCl)cc2)c1 : -44.2	-24.9	-24.4	-1.0	-10.8	8.9
Shown for C1CCC2[N-]CCCC2C1.C1CCC2[N-]CCCC2C1.[Cl][Pt+2][Cl] (stereo unspecified) : 22.9	64.6	36.0	42.2	59.4	55.2
Shown for O=S(=O)(O)O/N=C(\Cc1ccccc1)SC1OC(CO)C(O)C(O)C1O (stereo unspecified) : -7.0	-3.2	-7.1	-2.5	-0.8	-2.5
Shown for O=[N+]([O-])c1ccc(Cl)c(OCCCOc2ccc(S(=O)(=O)F)cc2)c1 : 3.7	7.8	-6.9	-8.7	-3.8	8.1

Next section
SMILES	yeast cln2 rad14	mlh1 rad18	mec2-1	rad50	bub3	sgs1 mgt1
ClCCN(CCCl)c1cc(Cl)ccc1Oc1ccccc1	-42.0	-1.6	-4.3	-35.8	18.9	1.2
Cc1c(Cl)cccc1NC(=O)C(=O)C1C(=O)NC(=O)NC1=O	-6.0	-17.9	-10.8	-10.8	-17.8	-13.8
C=CCP(c1ccccc1)c1ccccc1	8.0	-13.5	-3.8	-2.0	9.1	-8.7
c1cc(NC2=NCCO2)c2c(c1)OCO2	-42.6	-4.8	-15.7	-51.9	-21.4	-24.1
CC1CC2CCC1(CO)CN2 (stereo unspecified)	4.7	3.9	2.3	-0.5	0.8	0.1
COC(=O)C(C)NP(=O)(N1CC1)N1CC1 (stereo unspecified)	-10.2	-14.3	-2.2	1.5	-7.8	-5.0
O=NN(C1CCCCC1)C1CCCCC1	7.2	-3.3	-5.2	-10.6	10.8	-5.5
CCCCCCCCCC(=O)[O][Hg][c]1ccccc1	99.4*	99.1*	99.7*	71.5*	99.3*	99.5*
CC(C(=O)O)C(Br)C(=O)O (stereo unspecified)	3.5	9.7	-8.7	-9.0	5.8	1.7
S=c1nccc[nH]1	37.5	17.4	24.2	37.5	0.3	34.5
C[C@]12CC[C@H](OC(=O)/C=C\c3ccccc3N(CCCl)CCCl)CC1CC[C@@H]1C2CC[C@]2(C)NC(=O)CCC12 (stereo partly specified)	-24.6	9.8	14.7	11.0	-13.9	3.2
CNC(=O)Oc1cccc(NC(=O)N(C(C)C)C(C)C)c1	-3.6	9.7	-4.5	-0.5	13.6	-5.8
O=[As](O)(O)c1ccc(F)cc1	14.6	3.0	9.8	3.5	9.3	-4.3
CN(C)CCN(C)C.[C-]#[O+].[C-]#[O+].[C-]#[O+].[C-]#[O+].[W+2]	-51.1	0.1	-4.7	-13.0	2.1	-7.5
c1ccc2c(NCCCCCCNc3c4ccccc4nc4ccccc34)c3ccccc3nc2c1	8.4	x	73.5*	75.4*	73.1*	61.5
CCC[CH2][Sn]([Br])([c]1ccccc1)[c]1ccccc1	99.1*	98.9*	99.0*	99.0*	99.0*	99.4*
CC(O)C1/C=C/C=C/C(=O)OC2CC3OC4C5OC5(C)C(O)CC4(COC(=O)C(O)C(C)CCO1)C2(C)C31CO1 (stereo unspecified)	29.6	12.5	21.5	20.9	-5.0	10.0
Clc1cc[c]([Pb]([Cl])([Cl])[c]2ccc(Cl)cc2)cc1	52.2	13.7	17.0	22.9	36.5	27.9
C[SH+]c1ccccc1N=Cc1ccccn1.C[SH+]c1ccccc1N=Cc1ccccn1.[Ni+2].[O-][Cl+3]([O-])([O-])[O-]	58.2	98.0*	97.2*	99.0*	98.8*	99.5*
C[CH2][Sn]1([CH2]C)[O]S(=O)(=O)[O]1	60.2	53.9	76.5*	70.2*	45.1	25.4
C=CCOc1cc2c(ccc1=O)-c1c(cc(OC)c(OC)c1OC)CCC2NC(C)=O (stereo unspecified)	96.3*	95.5*	87.6*	96.1*	96.8*	93.9*
CN1C(=O)C2(Cc3cn(C45CC67SSC(CO)(C(=O)N6C4Nc4ccccc45)N(C)C7=O)c4ccccc34)SSC1(CO)C(=O)N2C (stereo unspecified)	89.2*	89.8*	90.3*	90.2*	90.8*	90.3*
COC1CC(OC2C(C)OC(OC3C(C)OC(OC4C(C)OC(O[C@H]5CC[C@@]6(C)C(=CC[C@]7(O)[C@@H]6C[C@@H](OC(C)=O)[C@@]6(C)[C@]7(O)CC[C@@]6(O)C(C)=O)C5)CC4OC)CC3OC)CC2OC)OC(C)C1O (stereo partly specified)	-3.7	-47.1	-7.5	-7.8	-12.7	-9.6
[O-][n+]1c2ccccc2nc2ccccc21	-9.6	55.7	34.0	62.1	41.2	26.9
COc1ccc2c(c1O)[C@@]13CCN(C)[C@@H](C2)[C@H]1CC(C)C(=O)C3 (stereo partly specified)	17.2	-2.5	-30.6	5.7	-0.6	8.6
CN(C)CCSC1=Nc2ccc(Cl)cc2C(c2ccccc2Cl)=NC1	-4.2&15.7	7.1&40.2	-24.8&-4.2	39.5&61.8	10.9&61.9	24.2&50.0
O=C(CC(=O)C(F)(F)F)c1cccs1.[Fe]	10.8&11.2	42.5&48.2	30.1&34.8	27.1&22.1	21.2&20.9	28.4&33.2
Nc1nc(N)c(-c2ccc(Cl)c(Cl)c2)c(COc2cccc(CNS(=O)(=O)c3ccc(S(=O)(=O)F)cc3)c2)n1	54.8	47.0	49.5	51.1	48.8	58.0
N#CC(C#N)=Cc1ccc(N2CCCCC2)cc1	-24.2	-5.5	-22.4	12.9	-1.8	2.4
FC1(F)[Se]C2C3CCC(C3)C2C1(F)F (stereo unspecified)	-16.1	-40.7	-11.6	-30.9	-0.1	-3.6
CC(=N)CC(C)=O	-3.2	5.2	-15.4	-0.6	-4.6	2.2
O=C(COc1ccccc1Cl)Nc1ccc[n+](Cc2ccc(S(=O)(=O)F)cc2)c1	-42.2	-0.7	-21.2	-20.9	-3.1	2.9
N#CCCCc1ccccc1	0.4	-11.4	-0.1	-3.6	-17.1	-0.9
O=C1NN(c2ccccc2)C(=O)C1c1ccccc1 (stereo unspecified)	9.8	41.5	28.8	24.2	-5.9	17.4
CC(C)(Cl)[N+](=O)[O-]	-1.7	16.6	-13.3	-3.4	-5.5	6.7
C[As+](c1ccccc1)(c1ccccc1)c1cccc2ccccc12	-10.1	34.3	38.9	10.2	26.1	21.2
N#CCc1ccccc1	5.6&13.7	-6.7&4.8	3.2&17.6	-45.5&8.5	-1.1&15.4	-21.4&-7.3
CC[C@@]1(O)C(=O)OCc2c1cc1n(c2=O)Cc2cc3cc4c(cc3nc2-1)OCO4	71.7*	34.4	81.3*	72.4*	74.3*	80.9*
COc1ccc(N)cc1N	-42.4	11.1	18.1	6.8	25.5	5.5
CNC(Cc1ccccc1)c1cccc(OC)c1 (stereo unspecified)	-26.2	-2.8	-18.9	-3.2	3.9	-5.0
CC[CH2][Sn]([CH2]CC)[CH2]CC.CC[CH2][Sn]([CH2]CC)[CH2]CC	99.5*	99.4*	99.5*	99.2*	98.6*	99.5*
O=P(Nc1ccc2ccccc2c1)(Nc1ccc2ccccc2c1)N(CCCl)CCCl	4.2	-12.8	-3.5	-4.3	-12.3	4.7
Nc1ccc(Br)cc1C(=O)c1ccccc1	92.5*	99.2*	99.0*	99.0*	94.0*	99.2*
COc1cc(OC)cc(C(=O)Cc2c(C(=O)c3ccccc3)c3ccccc3n2C(=O)c2ccccc2)c1	-50.3	3.2	-6.0	-5.5	-2.1	0.1
COC1OC(COC(C)=O)C(OC(C)=O)C(OC(C)=O)[CH]1[Hg][I] (stereo unspecified)	98.9*	99.2*	99.6*	99.2*	99.3*	99.6*
O=C1CCCC2C3CC(CN12)C1CCCCN1C3 (stereo unspecified)	21.3&9.1	32.3&-29.3	-13.9&-18.3	15.7&9.8	26.9&-11.8	6.8&-3.4
N#Cc1ccc(Cl)cc1	-2.6	7.9	-21.7	9.7	-4.7	6.2
Cn1c(=O)oc(=O)c2ccccc21	-3.1	6.8	-15.3	-0.5	-27.4	-17.4
O=c1[nH]c(=O)n(Cl)c(=O)n1Cl	6.2	21.9	23.1	16.4	31.0	14.2
CC[N+]1(CC)CC[N+](CC)(CC)CC1 (tested in a mixture with another compound)	0.5	29.1	-28.8	6.1	-0.9	4.8
CC1c2[nH]c3ccccc3c2CCN1C (stereo unspecified)	13.5	12.3	-21.7	4.2	-7.0	7.8
CCCCCCCCCCCCC(O)C1CCC(C(O)CCCCC(O)CCCCCC2CC(CC(C)=O)C(=O)O2)O1 (stereo unspecified)	20.4	1.9	13.9	15.4	11.9	2.6
COc1cc2c(c(OC)c1OC)-c1ccc(O)c(=O)cc1C(NC(C)=O)CC2 (stereo unspecified)	45.5	59.6	17.3	-26.1	1.1	-1.4
N.N.N.N.O=N[O-].O=N[O-].[Cl-].[Co+3]	36.1	0.2	16.1	4.2	7.2	2.5
CN1C(c2cccnc2)=NCC12CCCC2	-17.2	-9.4	-10.1	-3.0	-10.2	6.5

Some of the entries so far, with two lines to a compound:
Second line of a record – yeast cln2 rad14	mlh1 rad18	mec2-1	rad50	bub3	sgs1 mgt1
> CCCCCCCCCCCCC(O)C1CCC(C(O)CCCCC(O)CCCCCC2CC(CC(C)=O)C(=O)O2)O1 (stereo unspecified)
 : 20.4	1.9	13.9	15.4	11.9	2.6
> COc1cc2c(c(OC)c1OC)-c1ccc(O)c(=O)cc1C(NC(C)=O)CC2 (stereo unspecified)
 : 45.5	59.6	17.3	-26.1	1.1	-1.4
> N.N.N.N.O=N[O-].O=N[O-].[Cl-].[Co+3]
 : 36.1	0.2	16.1	4.2	7.2	2.5
> CN1C(c2cccnc2)=NCC12CCCC2
 : -17.2	-9.4	-10.1	-3.0	-10.2	6.5

Compound activity as filed in PubChem.

Some of the compounds tested, so the mix of outcomes need not match the whole.
